From PubChem BioAssay
ROC1-CUL1 inh: blocks human RBX1-Cullin-1 di-ubiquitin formation; P62877+Q13616; in vitro K48 di-Ub FRET, acceptor:donor ratio, 45 min; inhibition, % at 10 µM; 140,000 tested, 0.6% active; AID 1347404; in the data active = inhibition above about 25%
Target sequence (P62877 whole entry, looked up): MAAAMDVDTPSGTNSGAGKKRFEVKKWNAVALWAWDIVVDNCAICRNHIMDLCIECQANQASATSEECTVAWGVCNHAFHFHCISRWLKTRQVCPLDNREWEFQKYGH
Target sequence (Q13616 whole entry, looked up): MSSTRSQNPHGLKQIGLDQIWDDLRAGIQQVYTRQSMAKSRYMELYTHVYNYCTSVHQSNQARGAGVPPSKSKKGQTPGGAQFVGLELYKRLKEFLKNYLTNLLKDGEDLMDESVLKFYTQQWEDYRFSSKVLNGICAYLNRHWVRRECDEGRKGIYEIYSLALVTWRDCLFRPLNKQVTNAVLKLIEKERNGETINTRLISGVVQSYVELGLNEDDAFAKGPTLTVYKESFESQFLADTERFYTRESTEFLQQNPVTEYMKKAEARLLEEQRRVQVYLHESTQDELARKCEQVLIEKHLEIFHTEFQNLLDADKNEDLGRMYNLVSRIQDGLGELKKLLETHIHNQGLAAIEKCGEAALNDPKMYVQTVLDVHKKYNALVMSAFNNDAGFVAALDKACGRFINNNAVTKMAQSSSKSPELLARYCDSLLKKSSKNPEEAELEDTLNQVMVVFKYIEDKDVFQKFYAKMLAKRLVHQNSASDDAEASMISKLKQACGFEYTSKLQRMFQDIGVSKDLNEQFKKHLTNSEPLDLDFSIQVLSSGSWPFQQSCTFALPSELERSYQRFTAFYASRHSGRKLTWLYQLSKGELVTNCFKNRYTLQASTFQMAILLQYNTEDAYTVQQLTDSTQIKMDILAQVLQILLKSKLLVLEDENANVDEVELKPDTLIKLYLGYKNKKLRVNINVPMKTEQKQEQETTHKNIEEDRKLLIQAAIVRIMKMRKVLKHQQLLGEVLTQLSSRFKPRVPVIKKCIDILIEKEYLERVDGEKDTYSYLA
Starred values were filed as active, the others as inactive. An excerpt (hit frequency here may not be typical).

mol | ROC1-CUL1 inh
Cc1nccn1CCC1CCN(C(=O)c2ccc(C3CCCN3)s2)CC1 (stereo not drawn) | 6.5
C/C=C/Cn1c(=O)c2c(nc3n(C(C)CC)c(C)c(C)n23)n(C)c1=O (stereo not drawn) | 2.5
O=C1N=C(SC(=O)c2cccc([N+](=O)[O-])c2)S/C1=C/c1ccccc1 | -7.0
CCOC(=O)C1=C2C(=O)NCCN2C2=C(C(=O)CCC2)C1c1ccc(OC)c(OC)c1 (stereo not drawn) | 6.9
CC1(C)OC(C)(C)c2c1cnn2-c1ccccc1 | -11.8
CCN=C1SC(C(N)=O)CC(=O)N1CC (stereo not drawn) | 1.9
CCc1nc(C)c(C(=O)N2CCC3(CCCN(Cc4cccc(OC)c4)C3)C2)o1 (stereo not drawn) | -1.4
O=C1Cc2c(Cl)cccc2Sc2ccccc21 | -10.4
O=C(c1cc(CCc2ccccc2)no1)N1CCCC(c2ccccc2)C1 (stereo not drawn) | -1.4
C=C1C[C@]23C[C@H]1CCC2C1(C)CCCCC2C(=O)OC(C21)[C@@H]3O (stereo partly drawn) | 7.0
Cc1ccc(NCc2ccccc2O)c(C)c1 | 0.5
CN(C/C=C/c1ccccc1)[C@@H]1c2ccccc2C2(CCNCC2)[C@H]1O | 3.2
CCN1C2=C(C(=O)CCC2)C(c2cc(Br)ccc2OCC(=O)O)C2=C1CCCC2=O | -0.8
CN1C(=O)C(C)(C)c2cc(S(=O)(=O)NCc3ccc(C(=O)Nc4ccc(Cl)cc4)cc3)ccc21 | -0.7
CCOC(=O)c1c(N)sc2c1CCC(Sc1ccccc1)C2=O (stereo not drawn) | -0.2
CCCCCc1ccc(-c2ccc(-c3ccc(O)cc3)cn2)cc1 | -1.6
CCC(=O)NC(Nc1ccccn1)(C(F)(F)F)C(F)(F)F | 5.4
Cc1cc(Cl)c(S(=O)(=O)N2CCN(C)CC2)cc1OCC(N)=O | 4.1
CCCS(=O)(=O)c1c(S(=O)(=O)CCC)c2cc(-c3ccncc3)ccn2c1C(=O)N/N=C/c1ccccc1I | 5.1
O=C(N/N=C/c1ccccc1[N+](=O)[O-])c1cc2c(ccc3ccccc32)o1 | -2.0
Cc1cc(C(=O)Nc2ccc(F)cc2C)no1 | 0.0
COc1cc(N)c(CCNC(C)=O)cc1OC | -0.1
Cc1cc2nc(-c3ccc(OCc4ccccc4F)cc3)cc(C(F)(F)F)n2n1 | -3.5
Cc1cnc(N2CCOCC2)nc1 | 5.8
CC1CCCN(CC(=O)Nc2ccc(Cl)cc2Cl)C1 (stereo not drawn) | 5.2
CCCOc1ccc(NC(=O)CC2C(=O)N(c3ccc(Cl)cc3)C(=O)N2CCc2ccncc2)cc1 (stereo not drawn) | 2.0
Nc1c(C(=O)NCc2ccccc2)sc2ncccc12 | 6.3
CCOc1ccc(NC(=O)C2CCN(c3nnc(-n4c(C)ccc4C)s3)CC2)cc1 | 2.8
COc1cccc(-c2cc(C(=O)Nc3cc(Cl)ccc3O)on2)c1 | 4.8
O=S(=O)(NCc1ccco1)c1cccs1 | 11.7
COc1ccc(C2CC(=O)N(Cc3cccc(C)c3)c3c2c(C)nn3-c2nc(C)cc(C)n2)c(OC)c1 (stereo not drawn) | 3.5
O=C(Nc1ccc(Cl)cc1C(=O)Nc1cccnc1)c1ccco1 | 6.9
O=S1(=O)C2CCCCC2C2C1CN1CN2CC2C1C1CCCCC1S2(=O)=O (stereo not drawn) | -4.2
O=[N+]([O-])c1ccccc1COc1ccccc1 | -9.6
Cc1[nH]cnc1C(=O)N1CCNCC1 | 0.8
OC(c1ccc(Cl)cc1)(c1ccc(Cl)cc1)c1nccn1Cc1ccc(Cl)cc1 | -1.7

A draw from above in order of length of the SMILES, ascending.
mol | ROC1-CUL1 inh
Nc1c(C(=O)NCc2ccccc2)sc2ncccc12 | 6.3
COc1cccc(-c2cc(C(=O)Nc3cc(Cl)ccc3O)on2)c1 | 4.8
O=S1(=O)C2CCCCC2C2C1CN1CN2CC2C1C1CCCCC1S2(=O)=O (stereo not drawn) | -4.2
CCCOc1ccc(NC(=O)CC2C(=O)N(c3ccc(Cl)cc3)C(=O)N2CCc2ccncc2)cc1 (stereo not drawn) | 2.0

More structures follow:
mol | ROC1-CUL1 inh
Cc1oc(-c2ccc(-c3ccccc3)cc2)nc1CN1CCOCC1 | -4.9
COc1cccc(OC)c1Cn1nnc2c(=O)[nH]c(C3CCN(C(=O)c4ccccc4)CC3)nc21 | -1.7
CC(Oc1ccc(C(=O)NC2CCCCC2)cc1)C(=O)O (stereo not drawn) | -2.7
CC1CC(NNC(=O)c2ccccc2)=Nc2ccccc2N1C (stereo not drawn) | -1.2
C=CCn1c(CNc2ccccc2)nnc1SCC(=O)c1ccc(OC)cc1 | -4.8
COc1cc2ccccc2cc1C(=O)Nc1ccc2c(c1)NC(c1ccc(C)c(C)c1)O2 (stereo not drawn) | -0.6
Cc1cc(C(=O)Nc2ccccc2I)no1 | 0.0
Cc1ccc(S(N)(=O)=O)cc1NC(=O)c1ccc(S(=O)(=O)N(C)C)cc1 | 6.8
CCOc1ccc(NC(=O)CN2C(=O)CC(C)Sc3ccccc32)cc1 (stereo not drawn) | 4.0
Cc1ccc(SC(=O)C(C)Oc2ccc(F)cc2)cc1 (stereo not drawn) | -2.8
COCC1CCN(C(=O)c2cc(OC)ccc2OC2CCN(C(=O)C3CC3)CC2)CC1 | 2.1
Cc1cc(=O)[nH]c(SCC(=O)c2ccc(O)c(O)c2)n1 | 15.4
CC1=NC(=O)C(C(=O)c2cc(Br)ccc2O)=CC1C(=O)O (stereo not drawn) | 0.9
CCOc1cc(C(=O)Nc2ccc3oc(-c4ccc(CC)cc4)nc3c2)cc(OCC)c1OCC | 0.0
C/C(=N/Nc1ccccc1[N+](=O)[O-])C1C(=O)c2ccccc2C1=O | -7.3
COc1ccc(NC(=O)c2cc(C)on2)cc1 | -9.8
CCC(C)NC(=O)c1ccc(Cn2c(=O)c3cccn3c3cccnc32)cc1 (stereo not drawn) | -4.1
Cc1cccc(CSc2nc(-c3cccc(C)c3)nc3c2Cc2c(CO)cnc(C)c2O3)c1 | -15.3
COc1cccc(CN2c3ccccc3-c3nc(SCC(=O)Nc4ccccc4Cl)ncc3S2(=O)=O)c1 | -9.5
CN(C)c1cnn(CC(=O)NCCc2cnn(-c3ccccc3)c2)c(=O)c1 | 1.6
CCc1cc2c(cc3c(=O)n(CC(=O)N4CCC(C)CC4)nc(CC)n32)s1 | 0.7
CCOCCCNC(=O)c1ccc(NC(=O)N2CCCCc3ccccc32)cc1 | -7.1
CCOc1ccc(NC(=O)c2c(NC(=O)Cc3ccccc3)sc3c2CCC(C)C3)cc1 (stereo not drawn) | -1.7
O=C(CCN1C(=O)c2ccccc2C1=O)NC(=S)Nc1ccccc1C(F)(F)F | 5.3

Laid out differently: results already given.
> CC1=NC(=O)C(C(=O)c2cc(Br)ccc2O)=CC1C(=O)O (stereo not drawn)
- ROC1-CUL1 inh: 0.9
> CCOc1cc(C(=O)Nc2ccc3oc(-c4ccc(CC)cc4)nc3c2)cc(OCC)c1OCC
- ROC1-CUL1 inh: 0.0
> C/C(=N/Nc1ccccc1[N+](=O)[O-])C1C(=O)c2ccccc2C1=O
- ROC1-CUL1 inh: -7.3

Following part:
mol | ROC1-CUL1 inh
Cc1[nH]n(-c2nc3ccccc3[nH]2)c(=O)c1C | 14.4
O=C(c1cn2cccnc2n1)N1CCc2[nH]nc(-c3ccc(F)cc3)c2C1 | -11.0
COc1cc(C(=O)NCc2nc(C)c(C)c(=O)[nH]2)cc(OC)c1OC | -0.3
COCC(=O)NCc1cccnc1N1CCN(c2ccccn2)CC1 | -7.1
COc1cc(C=C2C(=O)OC3(CCCCC3)OC2=O)ccc1OCc1cccc(C(=O)O)c1 | 9.7
Cn1cc(C(=O)N2CCN(c3cccc(C(F)(F)F)c3)CC2)c2c3ccccc3n(C)c2c1=O | 4.9
O=c1[nH]nc(/C=C/c2ccc(F)cc2)o1 | -6.1
CCc1noc(C)c1C(=O)Nc1sc(C)c(C)c1C(N)=O | 13.3
CCOc1ccccc1NC(=O)C1CCN(S(=O)(=O)c2ccc3c(c2)CCCN3C(C)=O)CC1 | 2.3
COc1ccc(S(=O)(=O)c2cn(Cc3ccccc3)c3cc(N4CCCC4)c(F)cc3c2=O)cc1 | -9.8
O=C(CSc1ncnc2sc3c(c12)CCC3)Nc1ccccc1C(F)(F)F | 2.1
CC1=CC2(C)CC(=O)C1c1c(Cl)c(Cl)c(Cl)c(Cl)c12 (stereo not drawn) | 0.0
O=C1NC(NCc2ccccc2Cl)(C(F)(F)F)C(=O)N1c1ccc(OC(F)(F)F)cc1 (stereo not drawn) | -3.4
CCc1noc(C)c1C(=O)NCC1CCCCC1 | 4.8
Cc1ccc(-n2cccc2CC2=NC(=O)N(c3ccc(Cl)cc3)C2=O)cc1 | -1.6
COc1cc(Cl)c(C)cc1NC(=O)C1CCCN(c2ncnc3onc(-c4ccc(F)cc4)c23)C1 (stereo not drawn) | 6.4
CC(NC(=O)/C(C#N)=C/c1cn[nH]c1-c1ccccc1)c1ccccc1 (stereo not drawn) | -5.1
O=c1oc2ccc(Cl)cc2c(-c2cnn(-c3ccccc3)c2)c1-c1ccccc1 | 0.3
COc1ccc(CC(=O)NCc2nc3cccnc3n2Cc2ccc(C)cc2)cc1 | -5.2
Cc1c(CCOC(=O)C23CC4CC(CC(C)(C4)C2)C3)sc[n+]1CC(=O)c1ccccc1 | -3.5
CCn1c(=N)n(CC(=O)c2ccccc2)c2ccccc21 | -4.3
Cc1nc2sccn2c(=O)c1S(=O)(=O)Nc1cc(C(F)(F)F)ccc1Cl | -2.9
COc1ccc(-c2nnc3n2NC(c2cc4cc(OC)ccc4n4nnnc24)S3)cc1 (stereo not drawn) | -2.3
CCCCN(C)C(=O)C1CCCN(c2ncnc3onc(C)c23)C1 (stereo not drawn) | -9.3
COc1ccc(Cl)c(NC(=O)c2sc3nc(-c4ccc5c(c4)OCO5)ccc3c2N)c1 | -0.5
Cn1c(SCC(=O)Nc2ccc(Cl)cc2Cl)nnc1-c1ccc(Br)cc1 | 8.0
CCCCn1c(CN2CCC(C(O)c3ccccn3)CC2)cnc1S(=O)(=O)CC (stereo not drawn) | 7.7
CC1=NN(c2ccc(F)cc2)C(=O)C1=Cc1c(O)n(-c2ccccc2)c(=S)n(-c2ccccc2)c1=O | 0.1
CCN1CCN(CCCNC(=O)c2cnn(-c3ccccc3)c2C2CCN(C(=O)OC(C)(C)C)CC2)CC1 | -4.9
CC1CN(c2cc(SC(C)C)nc(-c3ccccc3Cl)n2)CC(C)O1 (stereo not drawn) | 6.5
CCc1ccccc1N(C)C(=O)c1cn(-c2cccc(OC)c2)c(=O)c2ccccc12 | 0.3
Cc1c(CNC(=O)c2nn3c(c2Br)NC(c2cccs2)CC3C(F)(F)F)cnn1C (stereo not drawn) | 0.0
O=C1C(=Nc2ccccc2)CC(c2ccc(Br)cc2)N1c1ccccc1 (stereo not drawn) | 7.0
O=C(NCc1ccc2c(c1)OCO2)c1ccc(N2CCC(NCc3cccc(F)c3F)CC2)cc1 | 3.0
COc1ccc(-c2onc(C)c2C)cc1S(=O)(=O)NCc1ccc(Br)cc1 | 1.5
COc1ccc(C2c3ccc4ccccc4c3OC(=N)C2C#N)cc1 (stereo not drawn) | 0.9
COc1ccc(NC(=O)c2ccc(C)cc2)cc1OC | 2.6
CC#CCN1C(=O)NC(CCc2ccccc2)(C2CCN(Cc3ccc(OCC)cc3)CC2)C1=O (stereo not drawn) | 2.3
Cc1ccccc1NC(=O)c1nc(-c2ccncc2)no1 | -11.3
Cc1cc(C)nc(SCC(=O)Nc2cc(C)on2)n1 | -4.1
COc1ccc(NCc2nnc(SCC(=O)Nc3cc(C)ccc3C)o2)cc1 | 1.1
CCc1ccccc1N1C(=O)C2CC(C)=C(C)CC2C1=O (stereo not drawn) | -1.4
O=C(Nc1cccc(C(F)(F)F)c1)C1CCN(c2nnc(-n3cccc3)s2)CC1 | 1.2
c1ccc2nc3c(cc2c1)sc1ccccc13 | -8.6
CC(C)OCCCNC(=O)c1ccc(Cn2c(=O)c3cccn3c3cccnc32)cc1 | -0.4
CC(C)(C)C(=O)Nc1cc(Cl)ccc1N1CCOCC1 | 1.7
COc1ccc2nc(N3CCCC3)[nH]c2c1 | -0.1
COC(=O)CCCC(=O)N1CCOC(Cc2cccc3ccccc23)C1 (stereo not drawn) | -10.7
CCCN(CCC)S(=O)(=O)c1ccc(NC(=O)CCc2ccccc2)cc1 | 1.3
CC(C)(C)c1c(N2CCCCC2)c(=O)c1=O | 0.9
O=S(Cc1ccc(Cl)cc1)CC(O)CO (stereo not drawn) | 11.6
CCCC(=O)Nc1nnc(C)s1 | 5.4
COc1ccc(N2CCN(c3nc(=S)n(-c4ccccc4)c(C)c3C(C)=O)CC2)cc1 | 7.5
COC(=O)c1ccc(N=C2S/C(=C\c3ccc(Sc4ccccc4)o3)C(=O)N2C)cc1 | 0.9
O=S(=O)(c1ccc(Cl)cc1)c1nc(-c2cccs2)oc1SCc1ccc(F)cc1 | 4.5
Cc1ccccc1OCc1ccc(-c2nc(C#N)c(NCc3cccnc3)o2)o1 | 2.6
O=C(CC1(c2ccccc2)CC(=O)N(CC2CCCCC2)C1=O)N(CCO)Cc1ccccc1 (stereo not drawn) | 12.2
O=C1C2N=NN(CC(=O)N3N=C4/C(=C/c5ccc(F)cc5)CCCC4C3c3ccc(F)cc3)C2C(=O)N1c1ccccc1 (stereo not drawn) | 0.6
COc1ccc(CNC(=O)Cn2c(SCC(=O)N(C)c3ccccc3)nc3ccccc32)cc1 | 3.6
Cc1cccc(C(=O)Nc2nnc(S(=O)(=O)N(C)Cc3ccccc3)s2)c1 | -8.8

The list goes on:
mol | ROC1-CUL1 inh
CCC(=O)N[C@@H]1c2ccccc2C2(CCN(Cc3ccc(OC)cc3OC)CC2)[C@H]1OCCOC | -0.6
CCN(CC)N=Nc1nc[nH]c1[N+](=O)[O-] | 1.4
N=C1CC(=O)NC(SCC(=O)O)=N1 | 8.6
CCN(CC)C(=O)Cn1cc(SCC(=O)Nc2cccc(F)c2)c2ccccc21 | 6.3
CCCC1=NN2C(=N)/C(=C/c3ccc(OCCSc4ccc(C)cc4)c(OC)c3)C(=O)N=C2S1 | -7.9
